V-ATPase pHluor: yeast V-ATPase proton transport regulation by pHLuorin | response, % at 10 µM | 350,000 tested, 0.37% active | S. cerevisiae, pHLuorin cytosolic pH fluorescence; in the data active means response mostly above about 7.3%, no sharp cut-off; inactive means mostly below about 5.4%; further: actives read high; inactives centre near 0; some compounds called inactive have numbers as strong as hits; reference of the scale not given here
HTR5A inv ag: inverse agonist of human HTR5A in OPRM1-OPRD1 counter-screen. P47898. HTR5A cell line, luminescence, inverse agonism. inhibition, % at 9.3 µM. 340,000 tested, 0.083% active; in the data active means inhibition mostly above about 23%, no sharp cut-off; inactive means mostly below about 18%;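 further: 0% = cells with DMSO and 100% = no-cell wells with DMSO; some compounds called inactive have numbers as strong as hits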
Target sequence (P47898 whole entry, looked up): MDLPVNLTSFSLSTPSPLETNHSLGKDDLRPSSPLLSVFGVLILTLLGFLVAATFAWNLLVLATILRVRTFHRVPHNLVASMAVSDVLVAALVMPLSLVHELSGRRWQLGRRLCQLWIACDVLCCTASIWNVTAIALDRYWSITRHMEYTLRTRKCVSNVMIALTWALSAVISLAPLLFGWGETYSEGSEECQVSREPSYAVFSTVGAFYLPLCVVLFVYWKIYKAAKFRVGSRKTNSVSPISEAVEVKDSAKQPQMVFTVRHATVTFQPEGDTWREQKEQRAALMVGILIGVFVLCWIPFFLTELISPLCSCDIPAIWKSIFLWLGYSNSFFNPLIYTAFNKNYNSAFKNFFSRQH
PKA-R1A activ: activates the PKA-R1A holoenzyme complex; PKA-R1A dissociation, Cy5-IP20 fluorescence polarization; scaled: DMSO 0%, 113 µM cGMP 100%; activation, % at 11.4 µM; 340,000 tested, 0.083% active; AID 504707;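 active means percent activation above the mean of all tested compounds plus 3 SD, cut at about 19% in these data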;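 further: higher means more PKAc released from R1A so a rise in polarization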
DSG3 Ab inh: human desmoglein-3 autoantibody binding inhibition; P32926; DSG3-coupled beads, scFv-anti-DSG3-GFP binding, flow cytometry; stronger effect = lower value; binding (percent of control), % at 10 µM; 310,000 tested, 0.48% active; AID 588358;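 active means binding more than 3 SD below its plate's average and above zero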;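 further: hits lower antibody fragment binding to DSG3; some compounds called inactive have numbers as strong as hits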
MOR-DOR inv ag: inverse agonists of human mu-delta opioid receptor heterodimerization. AID 504357. inhibition, % at 9.3 µM. 340,000 tested, 0.21% active. cell-based MOR-DOR heterodimer luminescence, inverse agonism; in the data active means inhibition above about 22%, passing the limit was not always enough;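 further: 0% = cells with DMSO and 100% = wells without cells with DMSO; values of inactives mirror those of a sister screen read the other way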
MOR-DOR ag: OPRM1-OPRD1 heterodimerization agonism. cells, luminescence. activation, % at 9.3 µM. 340,000 tested, 0.3% active. P35372+P41143. AID 504326; in the data active means activation above about 18%;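 further: 0% = vehicle-treated cells and 100% = reference agonist; values of inactives mirror those of a sister screen read the other way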
Arrestin-AP2 inh: blocks beta-arrestin peptide binding to AP2 adaptin. AID 504490. FITC-arrestin peptide / GST-AP2 beads, flow cytometry; AP2 beta2 appendage carries R879A mutation. 340,000 tested, 0.31% active. inhibition, % at 10 µM;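 active means inhibition above a set limit, near 3 SD of compounds lacking own fluorescence, cut at about 54% in these data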;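 further: plate controls were DMSO wells for no effect and 5 µM unlabelled arrestin peptide for full effect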
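System: GST-AP2 R879A glutathione beads; medium: PBS, Tween 20 0.05%, BSA 0.1%; reagent: fluorescein-tagged arrestin peptide at 50 nM final; schedule: pre-incubation 12 min, peptide binding 1 h, room temperature; detection: flow cytometry, FL1 (488/535 nm); read-out: inhibition as reduced fluorescein signal on beads, percent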
HTR5A ag ctr: HTR5A agonism, opioid heterodimer counter-screen; activation, % at 9.3 µM; 340,000 tested, 0.61% active; AID 504692; P47898; HTR5A agonist assay, luminescence, cell-based; in the data active means activation mostly above about 9.5%, no sharp cut-off; inactive means mostly below about 7.6%;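 further: 0% = cells with vehicle only and 100% = reference agonist; strong numbers were not always called active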
DAGLB inh: diacylglycerol lipase beta (human) inhibition; 340,000 tested, 0.059% active; AID 504411; inhibition, % at 5.17 µM; HEK293T DAGLB membrane lysate, EnzChek fluorogenic substrate; in the data active means inhibition above about 34%;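 further: 0% = enzyme with vehicle and 100% = wells lacking enzyme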
PKA-R2B activ: activators of human PKA-R2B complex. 340,000 tested, 0.079% active. AID 504700. P22694+P31323. PKA-R2B holoenzyme dissociation, Cy5-IP20 fluorescence polarization; R2B truncated from residue 108, S112A mutant; 0% DMSO only, 100% 113 µM cGMP. activation, % at 11.4 µM;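 active means activation above a cutoff set at the mean over all compounds plus 3 SD, cut at about 18% in these data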;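 further: higher means more holoenzyme dissociation and a rise in polarization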
Target sequence (P31323 whole entry, looked up, other chains not shown, the tested form may be a part): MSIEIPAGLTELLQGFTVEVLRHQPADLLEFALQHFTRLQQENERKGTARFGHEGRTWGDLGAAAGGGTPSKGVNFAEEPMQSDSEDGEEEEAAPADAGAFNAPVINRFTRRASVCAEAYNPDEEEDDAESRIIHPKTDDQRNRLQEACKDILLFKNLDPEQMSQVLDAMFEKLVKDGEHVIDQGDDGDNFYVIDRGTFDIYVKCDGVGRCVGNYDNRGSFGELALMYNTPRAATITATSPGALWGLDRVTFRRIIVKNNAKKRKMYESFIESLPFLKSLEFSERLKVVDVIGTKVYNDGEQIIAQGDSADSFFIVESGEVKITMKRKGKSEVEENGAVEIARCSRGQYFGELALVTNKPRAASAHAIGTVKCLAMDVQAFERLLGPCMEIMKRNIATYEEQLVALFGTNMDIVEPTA
* marks the source's active call; other numbers are inactive results; / = not tested or not shown.

nr	SMILES	V-ATPase pHluor	HTR5A inv ag	PKA-R1A activ	DSG3 Ab inh	MOR-DOR inv ag	MOR-DOR ag	Arrestin-AP2 inh	HTR5A ag ctr	DAGLB inh	PKA-R2B activ
1	CCOc1ccccc1NC(=O)CN1C(=O)NC(Cc2c[nH]c3ccccc23)C1=O (configuration not stated)	0	11	-4	101	11	-2.7	2	1	1	8
2	O=C(O)CSC12CC3CC(C1)CC(C(=O)O)(C3)C2	-5	-22	-1	/	17	-3.3	5	2	-1	-7
3	COc1ccc(CNC(=O)C/C(C)=N/NC(=O)COc2ccc(Br)cc2)cc1	0	10	0	96	-1	0.1	-11	-4	1	1
4	CCC(C)NC(=O)Nc1ccc(F)c(Cl)c1 (configuration not stated)	0	1	-5	97	-1	0.2	39	3	-3	8
5	C/C=C\C=C/C(=O)Nc1cccc(C2=NOC3(C2)C[C@H](C(N)=O)N(C(=O)Cc2ccc([N+](=O)[O-])cc2)C3)c1 (some centres not stated)	-4	-22	-3	102	12	-2.2	-2	9	2	2
6	CC(c1ccccc1)N1C(=O)c2cccnc2C1=O (configuration not stated)	0	1	3	101	8	-1.6	-18	4	4	-7
7	CC(C)(C)c1ccc(Cn2nnc3c(=O)[nH]c(C4CCCN(C(=O)c5ccco5)C4)nc32)cc1 (configuration not stated)	0	-16	-11	89	-4	0.5	0	5	3	8
8	Cc1csc(NC(=O)CSCC(=O)O)c1-c1nc2ccccc2s1	0	6	-14	/	15	-3.1	27	4	6	3
9	CC(C)C[C@H](NC(=O)C1CCN(C(=O)[C@H](Cc2ccccc2)NC(=O)OC(C)(C)C)CC1)C(=O)O	-1	11	1	80	8	-1.4	16	-3	-1	6
10	Oc1ccc(/C=N/Nc2nccnc2Cl)cc1	-3	22	-3	107	-8	1.3	18	5	3	9
11	S=C(Nc1ccc2nsnc2c1)N1CCCCCC1	-3	-5	4	95	-11	2.1	37	2	-8	-3
12	O=C(c1ccco1)N1CCN(Cc2nc3ccccc3c(=O)n2-c2ccc(F)cc2)CC1	-2	14	5	104	6	-1.0	9	0	2	3
13	CC(C)Cc1ccc(S(=O)(=O)N2CCN(C(=O)c3ccco3)CC2)cc1	0	-4	-8	98	2	-0.4	-1	-4	-2	7
14	COc1ccc(NC(=O)C(NC(=O)c2ccc(=O)[nH]c2)c2ccc(OC)cc2)cc1 (configuration not stated)	4	3	-8	104	19	-4.2	3	4	4	4
15	Cc1cc(C)n2nc(C(=O)N3CCOCC3)nc2n1	-5	6	2	100	16	-2.9	21	0	2	-3
16	CCN(CC(=O)Nc1ccc(NC(C)=O)cc1)C(=O)C1CCC1	-3	-3	13	105	7	-1.2	3	1	-3	4
17	Cc1ccc2cc(C)c(SCC(=O)Nc3ccc(S(=O)(=O)N4CCCC4)cc3)nc2c1	-3	-20	-19	100	6	-1.1	15	6	-9	-10
18	Cc1ccc(OCc2cc(C(=O)N3CCc4[nH]cnc4C3c3ccccn3)no2)cc1C (configuration not stated)	11	-25	-6	96	8	-1.7	3	-3	1	1
19	Cn1cnnc1SCC(=O)Nc1ccc(S(=O)(=O)N2CCOCC2)cc1	-1	-9	-2	104	12	-3.0	-9	2	-1	-5
20	COc1nc2ccccc2c(=O)n1OCC(C)C	-2	9	4	102	8	-1.7	11	-2	-3	-4
21	COc1ccccc1C(=O)NC(=O)COC(=O)CNC(=O)c1ccccc1	0	13	0	102	2	-0.3	3	-5	1	-6
22	O=C(Nc1ccc(S(=O)(=O)Nc2ncccn2)cc1)c1ccc(Cl)c([N+](=O)[O-])c1	0	-19	-3	110	0	0.0	-1	-1	-1	-7
23	O=C(CNCc1ccc(F)cc1)Nc1ccc(S(=O)(=O)N2CCOCC2)cc1	-3	21	5	104	15	-2.9	-2	0	3	3
24	COCCNc1nnc(Cc2ccc(OC)c(OC)c2)c(=O)[nH]1	7	10	-3	101	11	-2.5	-4	-3	-3	-12
25	COCC1CCCN(C(=O)c2ccc3oc(C(C)C)nc3c2)C1 (configuration not stated)	-2	5	5	101	8	-1.1	-5	2	0	6
26	Cc1cc(Br)c(NC(=O)CSc2n[nH]c(N)n2)c(Br)c1	-2	5	-4	/	8	-2.1	-26	-2	4	-10
27	Cc1ccc(OCC(=O)Nc2nnc(S(=O)(=O)N3CCCCCC3)s2)cc1C	4	0	0	98	-11	2.1	10	0	10	10
28	CCOC(=O)c1ccccc1NC(=O)COC(=O)C1=COCCO1	5	-20	-18	105	10	-1.8	-12	-5	-4	-11
29	C[C@@H]1CNC(=O)c2c(C(=O)Nc3cccc(Cl)c3)ncn21	3	/	-6	/	/	/	/	/	-1	0
30	Cc1cc(NC(=S)Nc2cccnc2)ccc1Br	-1	6	-5	114	6	-1.1	51	-3	-1	-7
31	Cc1cccc(S(=O)(=O)NCCNS(=O)(=O)c2cccc(C)c2)c1	-2	-11	-4	110	-11	1.3	20	1	-1	3
32	CC(C)(C)C1=C(C#N)C(c2cccnc2)C(C#N)=C(N)O1 (configuration not stated)	5	-22	1	/	3	-0.6	1	-4	1	-4
33	CCOc1ccc(-c2nc(S(=O)(=O)c3ccccc3)c(NCc3cccnc3)o2)cc1	-1	-5	0	108	0	0.0	2	2	0	0
34	CC(=O)c1cccc(NC(=O)CC2S/C(=N/N=C/c3ccccc3)NC2=O)c1 (configuration not stated)	0	-8	4	95	-3	0.4	7	5	1	1
35	CSc1ccccc1NC(=O)CN(C)CC(=O)Nc1ccc(S(=O)(=O)N2CCCC2)cc1	2	1	-8	93	9	-1.8	-1	0	-1	5
36	CC(C)(C)NC(=O)NC(=O)COC(=O)c1cccc(S(=O)(=O)N2CCCCC2)c1	3	10	-6	104	0	0.1	7	-4	1	-20
37	O=C1N[C@@H](Cc2ccccc2)C(=O)N2[C@@H]3N(S(=O)(=O)c4ccc(F)cc4)c4ccccc4[C@]3(Br)C[C@@H]12	-3	-10	-9	101	-1	0.3	-10	-1	3	-2
38	O=C(/C=C/c1ccccc1)N1CCN(c2cccc(Cl)n2)CC1	4	10	-3	100	-4	0.7	4	0	-6	-1
39	CCc1nc(SCc2cccnc2)c(C#N)cc1C	-1	2	3	96	17	-3.2	3	-1	-3	0
40	CCNC(=S)N1CCN(C(=O)c2ccco2)CC1	1	-11	-12	96	4	-0.8	-8	3	2	2
41	C/C1=C\CCC2C(/C=C(\C)CC1)OC(=O)C2CN1CCCCC1 (configuration not stated)	-3	-8	-7	92	8	-1.7	36	2	-4	-7
42	COc1ccc(O)c(-c2cc(-c3ccccc3Cl)[nH]n2)c1	-2	-13	-13	122	-19	3.8	7	3	-3	-16
43	O=C(Nc1ccon1)c1nc[nH]c1C(=O)N1CCN(c2ccccc2)CC1	-3	-16	0	100	5	-0.9	-3	6	-2	-14
44	CCN(CC)C(=O)C(=O)N/N=C/c1ccc(Br)cc1	0	-33	3	112	-15	2.5	15	1	3	-5
45	O=S(=O)(NC(=NCc1ccccc1)c1ccccc1)c1ccccc1	-3	-2	-7	/	6	-0.8	17	-3	1	-14
46	Cn1c(SCC(=O)NC(C)(C)C)nnc1-c1cccc(NC(=O)c2ccccc2F)c1	-2	-17	2	83	2	-0.3	16	3	0	-4

Two entries picked at random from those above, as already listed:
nr	SMILES	V-ATPase pHluor	HTR5A inv ag	PKA-R1A activ	DSG3 Ab inh	MOR-DOR inv ag	MOR-DOR ag	Arrestin-AP2 inh	HTR5A ag ctr	DAGLB inh	PKA-R2B activ
29	C[C@@H]1CNC(=O)c2c(C(=O)Nc3cccc(Cl)c3)ncn21	3	/	-6	/	/	/	/	/	-1	0
43	O=C(Nc1ccon1)c1nc[nH]c1C(=O)N1CCN(c2ccccc2)CC1	-3	-16	0	100	5	-0.9	-3	6	-2	-14

13 compounds from above, sorted by number of heavy atoms, rising.
nr	SMILES	V-ATPase pHluor	HTR5A inv ag	PKA-R1A activ	DSG3 Ab inh	MOR-DOR inv ag	MOR-DOR ag	Arrestin-AP2 inh	HTR5A ag ctr	DAGLB inh	PKA-R2B activ
40	CCNC(=S)N1CCN(C(=O)c2ccco2)CC1	1	-11	-12	96	4	-0.8	-8	3	2	2
39	CCc1nc(SCc2cccnc2)c(C#N)cc1C	-1	2	3	96	17	-3.2	3	-1	-3	0
26	Cc1cc(Br)c(NC(=O)CSc2n[nH]c(N)n2)c(Br)c1	-2	5	-4	/	8	-2.1	-26	-2	4	-10
32	CC(C)(C)C1=C(C#N)C(c2cccnc2)C(C#N)=C(N)O1 (configuration not stated)	5	-22	1	/	3	-0.6	1	-4	1	-4
38	O=C(/C=C/c1ccccc1)N1CCN(c2cccc(Cl)n2)CC1	4	10	-3	100	-4	0.7	4	0	-6	-1
31	Cc1cccc(S(=O)(=O)NCCNS(=O)(=O)c2cccc(C)c2)c1	-2	-11	-4	110	-11	1.3	20	1	-1	3
45	O=S(=O)(NC(=NCc1ccccc1)c1ccccc1)c1ccccc1	-3	-2	-7	/	6	-0.8	17	-3	1	-14
43	O=C(Nc1ccon1)c1nc[nH]c1C(=O)N1CCN(c2ccccc2)CC1	-3	-16	0	100	5	-0.9	-3	6	-2	-14
27	Cc1ccc(OCC(=O)Nc2nnc(S(=O)(=O)N3CCCCCC3)s2)cc1C	4	0	0	98	-11	2.1	10	0	10	10
36	CC(C)(C)NC(=O)NC(=O)COC(=O)c1cccc(S(=O)(=O)N2CCCCC2)c1	3	10	-6	104	0	0.1	7	-4	1	-20
46	Cn1c(SCC(=O)NC(C)(C)C)nnc1-c1cccc(NC(=O)c2ccccc2F)c1	-2	-17	2	83	2	-0.3	16	3	0	-4
35	CSc1ccccc1NC(=O)CN(C)CC(=O)Nc1ccc(S(=O)(=O)N2CCCC2)cc1	2	1	-8	93	9	-1.8	-1	0	-1	5
37	O=C1N[C@@H](Cc2ccccc2)C(=O)N2[C@@H]3N(S(=O)(=O)c4ccc(F)cc4)c4ccccc4[C@]3(Br)C[C@@H]12	-3	-10	-9	101	-1	0.3	-10	-1	3	-2

High-throughput results: PubChem, several laboratories
